Source: PubChem (several laboratories)
APP transl inh = inhibitors of APP translation via 5'UTR reporter, primary screen, APP 5'UTR luciferase, SH-SY5Y cells. SH-SY5Y APP 5'UTR-luciferase reporter, luminescence. inhibition, % at 2 µM. 190,000 compounds, 0.82% hits;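 active = inhibition above a set limit, derived from the sample mean plus 3 SD, cut at about 45% in these data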; also: values of inactives mirror those of a sister screen read the other way
TNAP inh noacc = human TNAP enzyme inhibitors, primary screen, biochemical, luminescent, no phosphate acceptor, uHTS; purified TNAP, CDP-star luminescence, 30 min; inhibition, % at 20 µM; 200,000 compounds, 0.26% hits; AID 1012, 2008;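 active = tissue-nonspecific alkaline phosphatase inhibition above about 50% at 20 µM in the single-dose screen, limit read from the data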;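 also: 0% = DMSO negative control and 100% = EDTA positive control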
Target sequence (P05186 whole entry, looked up): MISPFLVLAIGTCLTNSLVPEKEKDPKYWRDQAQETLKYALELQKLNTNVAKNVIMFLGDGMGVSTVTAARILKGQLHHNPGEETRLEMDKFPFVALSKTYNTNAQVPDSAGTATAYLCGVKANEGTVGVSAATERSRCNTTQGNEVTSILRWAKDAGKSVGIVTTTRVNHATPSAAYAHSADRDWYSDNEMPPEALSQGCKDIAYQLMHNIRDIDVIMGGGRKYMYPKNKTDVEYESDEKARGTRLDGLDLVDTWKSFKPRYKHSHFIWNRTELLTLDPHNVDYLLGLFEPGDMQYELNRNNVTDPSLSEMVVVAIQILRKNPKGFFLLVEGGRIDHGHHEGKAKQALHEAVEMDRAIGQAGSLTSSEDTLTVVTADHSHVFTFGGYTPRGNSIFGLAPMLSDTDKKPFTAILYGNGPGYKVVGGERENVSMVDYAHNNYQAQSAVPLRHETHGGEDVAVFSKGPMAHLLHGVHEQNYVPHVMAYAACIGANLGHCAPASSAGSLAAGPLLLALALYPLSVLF
FLuc stim CS = FLuc activators, initial screening, artefact control for FLuc-dependent activation tests, biochemical, ATPlite luminescence; ATPlite luciferase biochemical, 10 min; 0 = ATP-free wells, 1 = DMSO control; Luciferin 4-monooxygenase (Photinus pyralis), P08659; activation factor at 10 µM; 200,000 tested, under 10 active;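 active = luciferase activation factor, scaled between plate controls, of at least 2 with compound at 10 µM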
Target sequence (P08659 whole entry, looked up): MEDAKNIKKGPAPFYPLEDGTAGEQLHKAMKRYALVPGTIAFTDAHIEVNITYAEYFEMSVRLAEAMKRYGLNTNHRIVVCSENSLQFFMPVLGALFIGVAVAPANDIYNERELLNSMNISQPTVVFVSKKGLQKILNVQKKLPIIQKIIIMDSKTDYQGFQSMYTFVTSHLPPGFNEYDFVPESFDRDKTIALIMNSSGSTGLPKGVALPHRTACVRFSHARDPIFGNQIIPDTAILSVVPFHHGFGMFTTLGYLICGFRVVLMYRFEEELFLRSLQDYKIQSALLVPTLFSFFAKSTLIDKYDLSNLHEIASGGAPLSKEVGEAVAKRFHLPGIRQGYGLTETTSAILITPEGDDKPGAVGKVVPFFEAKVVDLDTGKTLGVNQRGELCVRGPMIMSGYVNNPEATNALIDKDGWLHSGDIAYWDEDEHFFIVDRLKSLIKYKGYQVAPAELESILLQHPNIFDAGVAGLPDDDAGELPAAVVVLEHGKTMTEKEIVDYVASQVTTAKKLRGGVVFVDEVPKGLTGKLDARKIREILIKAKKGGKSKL
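assay system = Luciferase/luciferin detection reagent, cell-free biochemical luciferase assay | also added = ATP substrate | times = 10 min post-reagent at room temperature | measured by = luminescence from luciferase reaction | measure = luciferase activation, seen as luminescence increase over controls | benchmarks = low control with PBS replacing ATP, high control enzyme plus ATP without compound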
TNAP inh hi DEA = human TNAP enzyme inhibitors, primary screen, biochemical, luminescent, high phosphate acceptor level, uHTS. Alkaline phosphatase, tissue-nonspecific isozyme (Homo sapiens), P05186. purified TNAP, CDP-star luminescence, 1 M DEA. inhibition, % at 20 µM. 200,000 compounds, 0.03% hits. AID 1135, 2008;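 active = over 50% inhibition of tissue-nonspecific alkaline phosphatase at 20 µM in the single-dose screen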;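 also: plate controls were DMSO wells for no effect and EDTA-quenched wells as full inhibition for full effect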
RAM inhibit = inhibitors of the yeast RAM network, primary screen, dse1pr::URA3 reporter, 5-FOA selection | S. cerevisiae dse1pr::URA3 reporter, 5-FOA growth OD615, 2 d; analog-sensitive cbk1-as2 kinase mutant strain | inhibition, % at 50 µM | 190,000 compounds, 1.8% hits;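 active = inhibition above a set limit, 3 SD over mean compound inhibition, cut at about 8.4% in these data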;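 also: 0% = DMSO-only wells with no growth and 100% = 10 µM 1-NA-PP1 full growth; inhibition rescues growth on 5-FOA so higher OD means more RAM inhibition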
FLuc inh counter = firefly luciferase enzyme inhibitors, primary screen, artefact control for luciferase-based inhibitor screens, biochemical, luminescence, ATPLite; 200,000 compounds, 1.5% hits; inhibition, % at 10 µM; AID 1006, 2008; Luciferin 4-monooxygenase (Photinus pyralis), P08659; 10 min;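 active = inhibition above about 50% when tested at 10 µM, limit read from the data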
TNAP act hi DEA = TNAP activators at high phosphate acceptor level, primary screen, biochemical, luminescence, uHTS | 200,000 tested, under 10 active | activation factor at 20 µM | AID 1136, 2008 | purified TNAP, CDP-star luminescence, 1 M DEA, 30 min; active compounds read high; 0 = EDTA background, 1 = DMSO-only activity;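 active = activation factor at least 2 at 20 µM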
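Assay system: human TNAP; Input: enzyme diluted 1/800 final; Reagent: CDP-star luminogenic substrate at 100 µM final; Timing: 30 min, room temperature; Signal: luminescence; Evaluation: TNAP activation factor scaled between EDTA and DMSO control wells.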
bIAP activator = bovine intestinal alkaline phosphatase activators, primary screen, biochemical, bovine IAP, CDP-star luminescence | alkaline phosphatase, intestinal [Bos taurus] | purified bovine IAP, 30 min; active compounds read high; fold of DMSO-control signal, blank-subtracted | activation factor at 20 µM | 200,000 compounds, 0.17% hits;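 active = activation factor of 2 or more at 20 µM, a signal rise over negative controls twice the positive control's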
bIAP inhibitor = bovine intestinal alkaline phosphatase inhibitors, primary screen, selectivity assay for TNAP inhibitor project, biochemical, bovine IAP, CDP-star luminescence; alkaline phosphatase, intestinal [Bos taurus]; purified bovine IAP, 30 min; inhibition, % at 20 µM; 190,000 tested, under 10 active;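 active = over 50% inhibition of intestinal alkaline phosphatase at 20 µM in the single-dose screen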
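Incubation: 30 min reaction at room temperature / Material: purified bovine intestinal alkaline phosphatase (IAP) enzyme / Input: enzyme at 1/65,000,000 dilution / Dosing: 20 µM single dose / Signal: CDP-star luminescence signal / Reagent: CDP-star chemiluminescent phosphatase substrate, 30 µM final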
Lmaj promast = Leishmania major promastigote growth inhibition, primary screen; Leishmania major promastigotes, resazurin fluorescence viability; inhibition, % at 10 µM; 200,000 compounds, 9% hits; AID 1063, 2008; in the data active = inhibition above about 50%;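 also: promastigotes grown with compound for 44 hours at 28 °C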
Active calls of the source: *; x = not tested or not shown.

No.	SMILES	APP transl inh	TNAP inh noacc	FLuc stim CS	TNAP inh hi DEA	RAM inhibit
1	CCOC(=O)c1sc(NC(=O)CN2C(=O)c3cccc4cccc(c34)C2=O)nc1C	-13	10	1	2	-0.3
2	CCN1C(=C(C#N)C#N)C=Cc2ccccc21	-4	-5	1.1	-3	0.9
3	CC(=O)NC(Cc1ccccc1)C(=O)NC1CCN(C(=O)c2cnccn2)CC1 (stereo not given)	-14	-8	1	-2	-0.4
4	COc1ccc(CSc2nnc(SCc3ccc([N+](=O)[O-])cc3)s2)cc1	-10	-11	1	-1	5.8
5	COC(=O)c1ccc(COc2ccccc2/C=C(\C#N)C(=O)NC(C)C)cc1	-5	-5	1	3	5.6
6	CC(C)(C)SCCNC(=O)/C=C/c1ccc([N+](=O)[O-])cc1	2	-11	0.9	2	0.0
7	CS(=O)(=O)N(CC(=O)Nc1ccccc1Sc1ccccc1)c1ccc(F)cc1	-6	-6	1.1	-6	5.5
8	CCOC(=O)C1CCCN(C(=O)c2ccccc2SCCOC)C1 (stereo not given)	0	-1	1.2	-4	-0.2
9	C/C(=N/N1CCN(Cc2cccc3ccccc23)CC1)c1cccnc1	-4	-14	1.1	-2	-0.8
10	Cc1cccc(OC(=O)CN2C(=O)C3C4CCC(C4)C3C2=O)c1C (stereo not given)	-2	-10	1	-4	2.1

No.	FLuc inh counter	TNAP act hi DEA	bIAP activator	bIAP inhibitor	Lmaj promast
1	-1	1	1	1	16
2	-6	1	1.2	-16	5
3	2	1	0.9	10	-6
4	-4	1	1	2	-7
5	-1	1	1	4	5
6	6	1	0.7	30	18
7	-5	1.1	1	1	76*
8	-17	1	1.1	-11	-4
9	-6	1	1.2	-20	17
10	-3	1	1	-1	10

Remaining list, next part:
No.	SMILES	APP transl inh	TNAP inh noacc	FLuc stim CS	TNAP inh hi DEA	RAM inhibit
11	COc1ccc(Cl)cc1N(C)C(=O)CCc1nc(-c2ccc(C)cc2)no1	3	-8	1	-7	2.9
12	CN(C)CCNC(=O)Nc1cccc(Cl)c1Cl	x	-9	1	-2	0.6
13	O=C(NCc1cn(-c2ccccc2)nc1-c1ccccc1)c1cccc([N+](=O)[O-])c1	13	-8	1.1	1	5.1
14	CCCCN(CC)C(=O)c1ccc(Cl)c(Cl)c1	-11	-9	1	1	2.8
15	COc1cc2cc(/C=C/C(=O)c3ccco3)c(Cl)nc2cc1OC	50*	-2	1.1	1	3.7
16	COc1ccc(C(=O)CSc2ccccc2C(=O)O)cc1	-25	-13	0.7	-2	0.8
17	NS(=O)(=O)c1ccc(CCNc2ncnc3sccc23)cc1	17	2	1	6	1.6
18	COc1ccc(O)c(-c2cn[nH]c2-c2cccs2)c1	1	-8	1	-2	0.7
19	COc1ccccc1N1CCN(C(=O)CNC(=O)c2cn(-c3ccccc3OC)c(=O)c3ccccc23)CC1	-35	-10	0.6	-5	0.4
20	O=C(Nc1cccc(Cl)c1)c1cc(S(=O)(=O)NCCc2ccc(Cl)cc2)ccc1F	-8	-14	0.9	4	10*

No.	FLuc inh counter	TNAP act hi DEA	bIAP activator	bIAP inhibitor	Lmaj promast
11	-3	1.1	1.1	-6	40
12	-2	1	0.9	10	-8
13	-6	1	1	4	25
14	-4	1	1	3	0
15	-5	1	0.9	10	76*
16	30	1	1.1	-5	-6
17	-2	0.9	1	4	23
18	-2	1	1	1	-1
19	42	1.1	1.1	-7	-8
20	8	1	0.8	24	5

(list continues)
No.	SMILES	APP transl inh	TNAP inh noacc	FLuc stim CS	TNAP inh hi DEA	RAM inhibit
21	Cc1ccc(C(=O)N(CN2CCCC2=O)c2ccc(F)cc2)cc1C	-3	-7	1	-2	-0.3
22	Cc1ccc(C(=O)C2CCN(CC(=O)NC3CCCCC3)CC2)cc1	10	-8	1	-3	0.6
23	O=C(CS(=O)(=O)c1c[nH]c2ccccc12)Nc1ccc2c(c1)OCCO2	-26	-9	0.9	-2	4.3
24	Cc1cccc(-n2c(C)cc(/C=N\NC(=O)c3cccs3)c2C)c1	-63	-5	0.5	0	0.7
25	CCN(CC(=O)NC1CCS(=O)(=O)C1)Cc1nc2c(Br)cc(Br)cc2c(=O)[nH]1 (stereo not given)	7	-55	1.1	-5	3.3
26	CC1(C)CC(=O)C2=C(C1)N(Cc1ccccc1)C(=O)C2(O)C(F)(F)F (stereo not given)	6	-8	1.1	1	0.4
27	CCOc1cc(C#N)c(NC(=O)c2ccco2)cc1OCC	-12	-13	1	-6	0.1
28	O=C(CSCc1ccc(C(=O)O)cc1)Nc1ccccc1	-6	-4	1	0	1.6
29	O=C(O)CCC(=O)Nc1ccccc1C(=O)NCc1ccccc1	-20	-13	1.1	-3	0.3
30	CN(C)C(=O)c1c([N+](=O)[O-])c(C(C)(C)C)nn1C	-4	-6	1	-2	0.7

No.	FLuc inh counter	TNAP act hi DEA	bIAP activator	bIAP inhibitor	Lmaj promast
21	-3	1	1	5	-2
22	-4	1	1	-4	5
23	7	1	0.8	19	15
24	50*	1	1	-2	17
25	-6	1	1.4	-44	-11
26	-9	1	0.9	8	66*
27	-1	1.1	1	4	-1
28	-4	1	1	4	-2
29	-8	1	0.7	26	51*
30	-4	1	0.8	19	-4

(listing goes on)
No.	SMILES	APP transl inh	TNAP inh noacc	FLuc stim CS	TNAP inh hi DEA	RAM inhibit
31	O=C1c2ccccc2C(=O)C1(CO)c1ccccc1	15	-15	0.7	2	-1.4
32	CN(C)S(=O)(=O)c1ccc(NC(=O)CN2CCN(C(c3ccccc3)c3ccccc3)CC2)cc1	10	-22	1.1	-10	0.5
33	CCOC(=O)c1[nH]c2cc(OC)c(OC)cc2c1NC(=O)CN(C)C1CCCCC1	-14	-10	1	-9	-0.1
34	Cc1nc2oc(C(=O)c3ccccc3)c(N)c2c2c1COC(C)(C)C2	-10	-1	1	6	2.7
35	CCC(C(=O)NCc1ccco1)N(Cc1cccs1)C(=O)CNS(=O)(=O)c1ccccc1 (stereo not given)	2	-6	1.1	1	1.2
36	Cc1c(C(=O)O)sc2nc(SCC(=O)Nc3ccc(S(=O)(=O)NCCCC(=O)O)cc3)[nH]c(=O)c12	-12	-10	1	-6	1.9
37	COC(=O)c1ccc(-c2nc3cc(Cl)c(N)cc3s2)cc1	-142	-4	0.2	-2	1.5
38	CCOC(=O)Cn1c(C)[n+](C)c2cc(Cl)c(Cl)cc21	21	-15	1	-6	-0.3
39	O=C(Nc1ccccn1)NC1CCCCC1	2	-8	1	-2	0.8
40	Cn1c(=O)c2[nH]c(-c3ccccc3)nc2n(C)c1=O	6	-14	1.1	-4	2.6

No.	FLuc inh counter	TNAP act hi DEA	bIAP activator	bIAP inhibitor	Lmaj promast
31	34	1	0.9	7	-5
32	-7	1.1	1	4	11
33	-4	1.1	1.1	-8	61*
34	0	0.9	1	-1	-3
35	-6	1	0.6	39	22
36	-3	1.1	1	3	-5
37	85*	1	0.9	12	-3
38	-3	1.1	1	3	-4
39	-2	1	0.6	40	6
40	-6	1	0.9	6	-6

Complete entries from above. Order of screens: APP transl inh | TNAP inh noacc | FLuc stim CS | TNAP inh hi DEA | RAM inhibit | FLuc inh counter | TNAP act hi DEA | bIAP activator | bIAP inhibitor | Lmaj promast
`CCOC(=O)Cn1c(C)[n+](C)c2cc(Cl)c(Cl)cc21` reads 21 | -15 | 1 | -6 | -0.3 | -3 | 1.1 | 1 | 3 | -4
`COC(=O)c1ccc(-c2nc3cc(Cl)c(N)cc3s2)cc1` reads -142 | -4 | 0.2 | -2 | 1.5 | 85* | 1 | 0.9 | 12 | -3
`O=C(Nc1ccccn1)NC1CCCCC1` reads 2 | -8 | 1 | -2 | 0.8 | -2 | 1 | 0.6 | 40 | 6
`Cn1c(=O)c2[nH]c(-c3ccccc3)nc2n(C)c1=O` reads 6 | -14 | 1.1 | -4 | 2.6 | -6 | 1 | 0.9 | 6 | -6

(list continues)
No.	SMILES	APP transl inh	TNAP inh noacc	FLuc stim CS	TNAP inh hi DEA	RAM inhibit
41	CC(C)CCc1noc(CN(C)CC2CCN(Cc3ccccc3)CC2)n1	9	-6	1.1	-8	0.8
42	O=C(CN1CCN(c2ncccn2)CC1)N(Cc1ccccc1)c1ccc(F)cc1	24	-10	1.1	-6	-0.8
43	O=C(NCCCn1ccnc1)c1cccc(S(=O)(=O)N2CCCCCC2)c1	-2	-19	1.1	-7	-0.3
44	COC(=O)CCCCCC(CCC(=O)OC)NC(C)=O (stereo not given)	-2	-13	1	-9	-0.4
45	CCn1ncc(C2=NOC(C(=O)Nc3cccc(O)c3)C2)c1C (stereo not given)	-3	-15	1	-5	2.4
46	O=C(Nc1ccc(Cl)c(Cl)c1)N1N=CCC1c1ccccc1 (stereo not given)	-2	-12	1	-9	3.1
47	Cc1cc(NC(=O)COn2nnc3ccccc32)no1	3	-2	1.1	-6	-0.7
48	CCOC(=O)N1CCN(C(=O)Cc2cccs2)CC1	-10	-8	1	-1	1.8
49	CC1(C)OC(=O)C(=CNc2ncccn2)C(=O)O1	-3	-11	1.1	-4	-0.3
50	CN1CCN(NC(=O)c2cn(-c3ccccc3)nc2-c2cccs2)CC1	-1	-12	1	-4	2.9

No.	FLuc inh counter	TNAP act hi DEA	bIAP activator	bIAP inhibitor	Lmaj promast
41	-8	1.1	0.9	6	83*
42	-7	1.1	1.1	-9	6
43	-6	1.1	1	-4	3
44	-3	1.1	0.9	6	-3
45	-3	1	1	-1	-7
46	-5	1.1	0.8	15	19
47	-7	1.1	1	-4	1
48	3	1	1	-1	-4
49	-5	1	0.9	7	-3
50	0	1	1.3	-26	-7

Later entries.
No.	SMILES	APP transl inh	TNAP inh noacc	FLuc stim CS	TNAP inh hi DEA	RAM inhibit
51	Cc1cc(Cl)ccc1OCC(=O)NNC(=O)c1cnccn1	13	0	0.9	2	0.1
52	COc1ccc(CCN=C2SCC(=O)N2C)cc1OC	-13	-6	1.1	-4	0.4
53	CN1CCN(CCC(=O)N/N=C/c2cc([N+](=O)[O-])ccc2OC(F)F)CC1	1	0	1.1	-2	0.6
54	COc1ccc(C(=O)Oc2ccc(C(=S)N3CCCC3)cc2)cc1OC	24	-18	1.1	3	2.3
55	FC(F)(F)c1ccc(Cl)c(NC(=S)N/N=C/c2ccccc2C(F)(F)F)c1	2	-54	1	-3	8.3

No.	FLuc inh counter	TNAP act hi DEA	bIAP activator	bIAP inhibitor	Lmaj promast
51	9	1	1.3	-26	22
52	-6	1	1	-1	-3
53	-10	1	1	5	-2
54	-8	1	1	-2	39
55	0	1	1	-3	49
